# dFosB activator = mouse delta FosB homodimer activation. AID 493131. purified delta FosB, TAMRA-CDK5 oligo fluorescence polarization; percent of positive-control signal above neutral wells. actives 0.99% (n = 340,000). activation, % at 25 µM;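 active = mean activation above about 17%, with every replicate also reaching it, limit read from the data, passing the limit was not always enough; inconclusive = only one of the two conditions met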;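 note: fluorescence polarization rise as delta FosB binds a TAMRA Cdk5 AP-1 oligo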
# Target sequence (P13346 whole entry, looked up): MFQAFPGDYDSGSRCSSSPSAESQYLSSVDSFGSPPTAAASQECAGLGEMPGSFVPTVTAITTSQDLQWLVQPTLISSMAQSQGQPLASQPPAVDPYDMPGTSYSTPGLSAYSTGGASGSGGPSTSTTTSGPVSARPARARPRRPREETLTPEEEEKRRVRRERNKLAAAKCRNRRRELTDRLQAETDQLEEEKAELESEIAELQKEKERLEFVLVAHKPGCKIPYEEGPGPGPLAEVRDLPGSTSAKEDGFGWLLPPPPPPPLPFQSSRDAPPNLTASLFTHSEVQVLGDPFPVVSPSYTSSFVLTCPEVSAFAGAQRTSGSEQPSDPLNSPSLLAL
# CAL PDZ FP-1 = human CAL PDZ-peptide interaction inhibition. AID 504414. actives 0.02% (n = 330,000). purified CAL PDZ, TMR-peptide fluorescence polarization, 1 h. Q9HD26. inhibition, % at 20 µM;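 active = highest replicate inhibition of at least 40%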;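 note: plate controls were DMSO neutral control wells for no effect and unlabeled competitor peptide control wells for full effect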
#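 System: tagged CAL PDZ domain. Schedule: 1 h room-temperature incubation prior to read. Signal: fluorescence polarization (mP). Measure: percent inhibition from loss of millipolarization.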
# Wnt act = activators of Wnt/beta-catenin signaling. Wnt/beta-catenin reporter cell assay, activator, plate reader. activation, % at 9.35 µM. actives 1.2% (n = 300,000). AID 743398; in the data active = activation above about 30%, passing the limit was not always enough; inconclusive = no clear call, values can overlap the other calls;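 note: 0% = neutral control wells and 100% = positive control wells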
# RTF Ca sens act = cardiac RTF calcium sensitization. P19429+P45379. IANBD-labeled TnC RTF fluorescence at EC20 calcium; 0% EC20 calcium, 100% full calcium. activation, % at 7.2 µM. actives 0.24% (n = 340,000). AID 493008;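 active = activation above the mean over all tested compounds plus 3 SD, cut at about 30% in these data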;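 note: rise in fluorescence read as greater calcium sensitivity of cardiac thin filaments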
# MITF TRPM1 HTS = MITF TRPM1 promoter activation in melanoma cells. SK-MEL-5 TRPM1-promoter luciferase, 24 h; % of positive control, neutral wells = 0. activation, % at 12.5 µM. actives 0.75% (n = 300,000);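 active = mean activation of at least 80% with every replicate also reaching 80%; inconclusive = mean reaches 80% but some replicate falls short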;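 note: 0% = neutral control wells and 100% = parthenolide positive control wells; values of inactives mirror those of a sister screen read the other way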
# CAL PDZ FP-2 = CAL PDZ (human) peptide binding inhibition; AID 602252; purified CAL PDZ, TMR-peptide fluorescence polarization, 1 h; actives 0.92% (n = 300,000); Q9HD26; inhibition, % at 24.9 µM;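 active = mean inhibition of at least 30% with at least half of replicates also reaching 30%; inconclusive = no clear call, values can overlap the other calls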;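 note: 0% = DMSO neutral control and 100% = excess unlabeled competitor peptide PRC23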
# Tat export inh = E. coli Tat transport inhibition. actives 0.036% (n = 340,000). inhibition, % at 10 µM. E. coli MC4100 TorA-mCherry Tat export, fluorescence;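 active = mean replicate inhibition at least 50% and at least half of replicates individually reaching 50%; inconclusive = only one of the two criteria met; inactive = neither criterion met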;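 note: exported cargo escapes ClpAP degradation while cytoplasmic cargo is degraded and loses fluorescence; 0% = median of neutral control wells and 100% = median of NaSCN control wells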
# V-ATPase pHluor = yeast V-ATPase proton transport regulation by pHLuorin; S. cerevisiae, pHLuorin cytosolic pH fluorescence; response, % at 10 µM; actives 0.37% (n = 350,000); AID 504577; in the data active = response mostly above about 7.3%, no sharp cut-off; inactive = mostly below about 5.4%; note: actives read high; inactives centre near 0; some compounds called inactive have numbers as strong as hits; reference of the scale not given here
# Rtt109 Vps75 = C. albicans Rtt109 histone acetyltransferase inhibition; Q5AAJ8; purified Rtt109/Vps75, ThioGlo CoA-SH fluorescence, 4 h; inhibition, % at 34.9 µM; actives 0.16% (n = 330,000);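 active = inhibition of at least 50% in every replicate; inconclusive = best replicate reaches 50% inhibition but some replicates fall short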
# CDK5 inh = blocks human CDK5/p35 kinase activity; Recombinant CDK5/p35, ADP-Glo luminescence, 60 min; Q00535+Q15078; actives 0.01% (n = 330,000); inhibition, % at 10 µM; AID 488839;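 active = highest replicate inhibition of at least 50% and at least 75% of replicates reaching 50%; inconclusive = only one of the two criteria met; inactive = both criteria failed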;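 note: plate controls were DMSO neutral control for no effect and GW8510 at 10 µM for full effect; many of its hits are not listed in these tables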
# Target sequence (Q00535 whole entry, looked up): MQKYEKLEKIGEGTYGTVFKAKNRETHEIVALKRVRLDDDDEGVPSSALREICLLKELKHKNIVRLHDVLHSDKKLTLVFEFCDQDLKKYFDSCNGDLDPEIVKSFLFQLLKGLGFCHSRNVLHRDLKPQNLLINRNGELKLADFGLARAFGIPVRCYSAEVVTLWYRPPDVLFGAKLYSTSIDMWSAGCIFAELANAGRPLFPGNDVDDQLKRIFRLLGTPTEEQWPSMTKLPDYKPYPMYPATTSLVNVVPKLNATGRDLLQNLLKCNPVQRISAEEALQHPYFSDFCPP
# Target sequence (Q15078 whole entry, looked up): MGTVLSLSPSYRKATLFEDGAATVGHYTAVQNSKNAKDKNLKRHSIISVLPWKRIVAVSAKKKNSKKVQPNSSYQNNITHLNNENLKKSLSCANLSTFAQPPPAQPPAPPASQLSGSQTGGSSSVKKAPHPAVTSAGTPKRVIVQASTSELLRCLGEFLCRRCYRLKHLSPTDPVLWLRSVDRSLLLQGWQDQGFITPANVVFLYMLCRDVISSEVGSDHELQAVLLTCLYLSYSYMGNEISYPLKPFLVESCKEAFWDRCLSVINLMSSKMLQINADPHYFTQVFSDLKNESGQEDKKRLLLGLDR
# * = called active by the depositor; u = inconclusive; x = no result given.
# The first 14 compounds, to show the layout:
1	Brc1ccc(/C=N/N2CCN(C3c4ccccc4-c4ccccc43)CC2)s1
2	Cc1ccc(CNC(=O)CCCn2c(=O)c3ccccc3n(CC(=O)NCc3ccco3)c2=O)cc1
3	O=C(CN1CCN(CCOCCO)CC1)N1c2ccccc2Sc2ccc(Cl)cc21
4	CC(C)COc1nc2ccccc2nc1N1CCN(C)CC1
5	CN(C)c1ccc(NC(=O)COC(=O)CCC(=O)c2ccc(F)cc2)cc1
6	CCN(CC)C(=O)C1CCCN(c2ccc([N+](=O)[O-])cc2)C1 (stereo unspecified)
7	CCCS(=O)(=O)N1CCN=C1SCc1cccc(C)c1
8	Cc1ccc(S(=O)(=O)NC(=O)NCCc2ccccc2)cc1
9	Cc1cc(C)cc(C(=O)Nc2ccc(N3CCN(S(C)(=O)=O)CC3)cc2)c1
10	C(=N\c1nccs1)/c1c[nH]c2ccccc12
11	COc1ccc(Cc2nnc(N/N=C/c3ccccc3O)[nH]c2=O)cc1OC
12	CN(c1ncc(C(F)(F)F)cc1Cl)N1C(=O)c2cccc(N)c2C1=O
compound no.	1	2	3	4	5	6	7	8	9	10	11	12
dFosB activator	1	0	-3	-6	-11	-3	-5	5	1	-7	-5	-7
CAL PDZ FP-1	0.3	1.3	x	-1.3	0.0	-0.9	-2.2	-0.5	0.2	-2.7	-2.4	-1.4
Wnt act	x	x	0	0	x	-1	-5	-5	1	-1	-5	-1
RTF Ca sens act	3	0	-2	-10	3	2	-3	-4	3	2	5	13
MITF TRPM1 HTS	2	4	4	17	6	16	-2	2	3	-9	-60	-14
CAL PDZ FP-2	-6	-1	11	1	1	-4	-4	-6	4	1	-3	x
Tat export inh	2	10	-9	4	-5	1	-2	-24	-3	1	3	-1
V-ATPase pHluor	2	-2	11	0	0	-4	-1	2	3	-1	1	1
Rtt109 Vps75	-10	-1	-5	-1	4	5	x	-8	x	-5	22	-27
CDK5 inh	-1.9	-3.9	0.1	-2.1	-1.9	1.6	-0.2	-11	-1.6	0.4	0.2	-1.0

13	O=C(NCc1ccc2c(c1)OCO2)c1ccc(Cl)c(S(=O)(=O)NCc2ccccc2)c1
14	COc1ccc(CC(=O)Nc2ccc(-c3nnc(-c4ccccc4)o3)cc2)cc1OC
compound no.	13	14
dFosB activator	5	120*
CAL PDZ FP-1	-1.4	x
Wnt act	-1	0
RTF Ca sens act	1	-5
MITF TRPM1 HTS	0	20
CAL PDZ FP-2	-3	-7
Tat export inh	-3	1
V-ATPase pHluor	-2	7
Rtt109 Vps75	3	5
CDK5 inh	0.3	-0.5

# The listing, previewed entries included:
1	Brc1ccc(/C=N/N2CCN(C3c4ccccc4-c4ccccc43)CC2)s1
2	Cc1ccc(CNC(=O)CCCn2c(=O)c3ccccc3n(CC(=O)NCc3ccco3)c2=O)cc1
3	O=C(CN1CCN(CCOCCO)CC1)N1c2ccccc2Sc2ccc(Cl)cc21
4	CC(C)COc1nc2ccccc2nc1N1CCN(C)CC1
5	CN(C)c1ccc(NC(=O)COC(=O)CCC(=O)c2ccc(F)cc2)cc1
6	CCN(CC)C(=O)C1CCCN(c2ccc([N+](=O)[O-])cc2)C1 (stereo unspecified)
7	CCCS(=O)(=O)N1CCN=C1SCc1cccc(C)c1
8	Cc1ccc(S(=O)(=O)NC(=O)NCCc2ccccc2)cc1
9	Cc1cc(C)cc(C(=O)Nc2ccc(N3CCN(S(C)(=O)=O)CC3)cc2)c1
10	C(=N\c1nccs1)/c1c[nH]c2ccccc12
compound no.	1	2	3	4	5	6	7	8	9	10
dFosB activator	1	0	-3	-6	-11	-3	-5	5	1	-7
CAL PDZ FP-1	0.3	1.3	x	-1.3	0.0	-0.9	-2.2	-0.5	0.2	-2.7
Wnt act	x	x	0	0	x	-1	-5	-5	1	-1
RTF Ca sens act	3	0	-2	-10	3	2	-3	-4	3	2
MITF TRPM1 HTS	2	4	4	17	6	16	-2	2	3	-9
CAL PDZ FP-2	-6	-1	11	1	1	-4	-4	-6	4	1
Tat export inh	2	10	-9	4	-5	1	-2	-24	-3	1
V-ATPase pHluor	2	-2	11	0	0	-4	-1	2	3	-1
Rtt109 Vps75	-10	-1	-5	-1	4	5	x	-8	x	-5
CDK5 inh	-1.9	-3.9	0.1	-2.1	-1.9	1.6	-0.2	-11	-1.6	0.4

11	COc1ccc(Cc2nnc(N/N=C/c3ccccc3O)[nH]c2=O)cc1OC
12	CN(c1ncc(C(F)(F)F)cc1Cl)N1C(=O)c2cccc(N)c2C1=O
13	O=C(NCc1ccc2c(c1)OCO2)c1ccc(Cl)c(S(=O)(=O)NCc2ccccc2)c1
14	COc1ccc(CC(=O)Nc2ccc(-c3nnc(-c4ccccc4)o3)cc2)cc1OC
15	CC(NC(=O)CSc1ncccn1)c1ccc2c(c1)OCO2 (stereo unspecified)
16	Nc1cccc2nc3ccccc3cc12
17	CC(=O)Nc1ccc(S(=O)(=O)N2CCN(c3nc(NC4CCCC4)c4ccccc4n3)CC2)cc1
18	O=C1C2C3CCC(C3)C2C(=O)N1Cc1ccccc1 (stereo unspecified)
19	O=C(CN(Cc1ccccc1)C(=O)c1csnn1)NCc1ccc2c(c1)OCO2
20	CCOC(=O)N1CCN(C(=O)c2ccc(NS(C)(=O)=O)cc2)CC1
compound no.	11	12	13	14	15	16	17	18	19	20
dFosB activator	-5	-7	5	120*	-3	-7	0	-1	-7	-5
CAL PDZ FP-1	-2.4	-1.4	-1.4	x	0.9	-2.9	-1.8	0.0	-1.4	-1.5
Wnt act	-5	-1	-1	0	-1	12	-3	-3	-3	-2
RTF Ca sens act	5	13	1	-5	-5	7	-2	-5	6	3
MITF TRPM1 HTS	-60	-14	0	20	-5	-82	-24	1	-1	-3
CAL PDZ FP-2	-3	x	-3	-7	x	-3	-4	-2	0	x
Tat export inh	3	-1	-3	1	-18	-16	-5	4	1	-5
V-ATPase pHluor	1	1	-2	7	0	-5	-2	-1	2	-2
Rtt109 Vps75	22	-27	3	5	1	-80	0	2	0	27
CDK5 inh	0.2	-1.0	0.3	-0.5	1.8	-0.3	-2.0	-0.3	-0.7	2.1

21	CCOc1ccc(NC(=O)N2CCC(NC(=O)C(Cc3cccc(F)c3)NC(C)=O)CC2)cc1 (stereo unspecified)
22	COc1ccc(CC(=O)NNC(=O)c2c(-c3ccccc3Cl)noc2C)cc1OC
23	CC(C)Cn1c(=O)oc2ccccc21
24	CC(=O)O[C@H]1c2ccccc2-c2ccccc2[C@@H]1OC(C)=O
25	COc1ccc(S(=O)(=O)N2CCN(C(=O)CCc3c[nH]c4ccccc34)CC2)cc1
26	CC(C)Cc1cc(C(=O)NCc2cccs2)no1
27	COc1cccc(CNS(=O)(=O)c2cc3c(cc2C)n(C)c(=O)c(=O)n3C)c1
28	C/C(NC(=O)c1ccccc1F)=C1\C(=O)C[C@@H]2[C@H]1C2(C)C
29	O=C1C=C(c2cnc3ccccc3c2)C[C@@H](c2ccc3c(c2)OCO3)C1
30	O=C(COc1ccc(F)cc1)NC1CC1
compound no.	21	22	23	24	25	26	27	28	29	30
dFosB activator	-1	4	-9	-7	-6	-2	1	-1	-5	3
CAL PDZ FP-1	0.0	0.3	-0.3	-0.8	-0.1	-3.1	-0.2	0.1	-0.4	0.1
Wnt act	-1	-2	0	0	-4	u	-4	-1	3	x
RTF Ca sens act	-5	3	7	-2	3	3	-4	-1	-1	1
MITF TRPM1 HTS	x	x	3	0	14	54	8	x	22	x
CAL PDZ FP-2	-5	-2	-1	x	-4	-2	0	-1	0	-2
Tat export inh	-1	-2	-4	-4	-2	-5	-7	-1	-5	-4
V-ATPase pHluor	1	0	2	1	-1	2	-3	4	-2	2
Rtt109 Vps75	-6	-6	-1	-2	3	3	-1	-4	11	-12
CDK5 inh	1.8	1.6	-1.8	3.0	0.6	-1.1	0.6	-6.6	-2.5	-2.3

31	Cc1ccc(CS(=O)(=O)c2ncc(Cl)c(C(=O)Nc3nnc(C)s3)n2)cc1
32	CCCCN(C(=O)c1nn(C)c(=O)c2ccccc12)c1c(N)n(CCC)c(=O)[nH]c1=O
33	CN1C(C(=O)NCc2cccc(C(F)(F)F)c2)CC2Cn3c(nc4ccccc43)C21 (stereo unspecified)
34	O=C(c1cccc([N+](=O)[O-])c1)N1CCOCC1
35	O=C(COC(=O)/C=C/c1ccco1)Nc1ncc(C(F)(F)F)cc1Cl
36	COc1ccc(OC)c(NC(=O)CN2C(=O)CSc3ccc(S(=O)(=O)N4CCCC4)cc32)c1
37	NC(=O)C1CCN(c2ccc(S(=O)(=O)N3CCCCC3)cc2[N+](=O)[O-])CC1
38	COc1ccc(OC)c(S(=O)(=O)n2c([N+](=O)[O-])cnc2C)c1
39	Cc1cc(C)n(-c2ccc(C(=O)OCc3nnc(-c4ccccc4)o3)cc2)n1
40	COc1ccc2nc(N/C(N)=N/C(=S)Nc3c(C)cccc3C)nc(C)c2c1
compound no.	31	32	33	34	35	36	37	38	39	40
dFosB activator	1	-2	5	2	-9	-6	-11	-5	2	1
CAL PDZ FP-1	-1.2	0.0	0.5	-0.9	-2.2	-2.3	-0.5	x	-0.2	-10
Wnt act	-13	-2	-3	-6	0	-2	-4	-1	x	0
RTF Ca sens act	-4	-2	-5	-2	-1	1	-6	3	0	2
MITF TRPM1 HTS	-87	-3	2	-10	3	-2	3	4	14	-1
CAL PDZ FP-2	-3	x	-2	-1	-2	-2	x	0	1	-2
Tat export inh	-9	-4	-6	-3	7	-1	13	3	-9	0
V-ATPase pHluor	0	-2	5	7	1	3	-1	-1	1	0
Rtt109 Vps75	23	-8	-10	16	2	8	0	4	-1	7
CDK5 inh	-0.2	-2.5	-0.8	1.6	0.5	x	-5.0	0.0	0.7	-0.3

41	Oc1c(C(c2cccs2)N2CCOCC2)sc2ncnn12 (stereo unspecified)
42	Cc1ccccc1-c1nc(CS(=O)(=O)CC(=O)NCCN2CCCC2)c(C)o1
43	Cc1cc(C)c2c(c1)c(C)cc1nnc(SCC(=O)NCc3ccco3)n12
44	COc1cc(C(=O)Nn2c(C)nc3ccccc3c2=O)cc(OC)c1OC
45	CCOC(=O)c1c(NC(=O)c2ccccc2Br)sc2c1CCc1ccccc1-2
compound no.	41	42	43	44	45
dFosB activator	0	2	-8	-4	-12
CAL PDZ FP-1	-0.9	-1.1	-1.0	-2.1	-0.5
Wnt act	-1	-1	x	1	0
RTF Ca sens act	-2	-2	0	-8	3
MITF TRPM1 HTS	x	-2	-14	4	-12
CAL PDZ FP-2	x	-6	-4	-3	12
Tat export inh	-5	-3	8	-1	-6
V-ATPase pHluor	-1	0	-2	-1	2
Rtt109 Vps75	-2	0	-2	-26	-9
CDK5 inh	0.2	-2.5	-1.7	-4.3	-0.8

# From PubChem BioAssay
